Mm-Cpn inhibitor = inhibitors of Methanococcus maripaludis chaperonin (MmCpn); AID 504842; purified Mm-Cpn ATPase, ADP Transcreener TR-FRET; Potency, µM (titrated, usually from 76.9 µM), without a hit: at the highest dose activity, negative = inhibition, hits mostly inhibitors; hit rate 0.031% among 330,000; note: potency is the fitted concentration of half-maximal effect; % is set by controls: 0 for no effect and ±100 for the full control effect; nearly all actives have a fitted effect of over 80% in size
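ATPase read-out: TR-FRET ADP immunoassay (anti-ADP Eu cryptate vs ADP-d2), ex 320 nm, em 590/665 nm; signal drops as ADP forms. Enzyme 25 nM, ATP 10 uM, 30 min at 37°C after 10 min compound preincubation.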
Akt phos inh = blocks phosphorylation of Akt. hit rate 0.32% among 360,000. activity change, % for hits at 50 µM. Neuro2A IGF-stimulated pAkt S473 HTRF, 20 min; stronger effect = lower value; in the data active = activity change below about -80%; inconclusive = mostly about -51% to -80%; note: % is set by controls: 0 for no effect and ±100 for the full control effect
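Neuro2A cells (4,500/well, DMEM with 0.5% FBS) were treated with compound at a single 50 µM final concentration, stimulated with 6 nM IGF for 20 min at 37 °C, and lysed. Phospho-Akt Ser473 was read by HTRF as 665/615 ratio ×10^4.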
EPAC2 antagonist = blocks human EPAC2 exchange factor | hit rate 0.18% among 360,000 | EPAC2 GEF exchange of Rap1B-BODIPY-GDP, fluorescence | Potency, µM (highest dose often 114 µM), for the others: at the top dose activity, negative = inhibition, usual class: inhibitors | Q8WZA2; note: potency is the fitted concentration of half-maximal effect; % is set by controls: 0 for no effect and ±100 for the full control effect; nearly all actives have a fitted effect of over 45% in size; many of its hits are not listed in these tables
Target sequence (Q8WZA2 whole entry, looked up): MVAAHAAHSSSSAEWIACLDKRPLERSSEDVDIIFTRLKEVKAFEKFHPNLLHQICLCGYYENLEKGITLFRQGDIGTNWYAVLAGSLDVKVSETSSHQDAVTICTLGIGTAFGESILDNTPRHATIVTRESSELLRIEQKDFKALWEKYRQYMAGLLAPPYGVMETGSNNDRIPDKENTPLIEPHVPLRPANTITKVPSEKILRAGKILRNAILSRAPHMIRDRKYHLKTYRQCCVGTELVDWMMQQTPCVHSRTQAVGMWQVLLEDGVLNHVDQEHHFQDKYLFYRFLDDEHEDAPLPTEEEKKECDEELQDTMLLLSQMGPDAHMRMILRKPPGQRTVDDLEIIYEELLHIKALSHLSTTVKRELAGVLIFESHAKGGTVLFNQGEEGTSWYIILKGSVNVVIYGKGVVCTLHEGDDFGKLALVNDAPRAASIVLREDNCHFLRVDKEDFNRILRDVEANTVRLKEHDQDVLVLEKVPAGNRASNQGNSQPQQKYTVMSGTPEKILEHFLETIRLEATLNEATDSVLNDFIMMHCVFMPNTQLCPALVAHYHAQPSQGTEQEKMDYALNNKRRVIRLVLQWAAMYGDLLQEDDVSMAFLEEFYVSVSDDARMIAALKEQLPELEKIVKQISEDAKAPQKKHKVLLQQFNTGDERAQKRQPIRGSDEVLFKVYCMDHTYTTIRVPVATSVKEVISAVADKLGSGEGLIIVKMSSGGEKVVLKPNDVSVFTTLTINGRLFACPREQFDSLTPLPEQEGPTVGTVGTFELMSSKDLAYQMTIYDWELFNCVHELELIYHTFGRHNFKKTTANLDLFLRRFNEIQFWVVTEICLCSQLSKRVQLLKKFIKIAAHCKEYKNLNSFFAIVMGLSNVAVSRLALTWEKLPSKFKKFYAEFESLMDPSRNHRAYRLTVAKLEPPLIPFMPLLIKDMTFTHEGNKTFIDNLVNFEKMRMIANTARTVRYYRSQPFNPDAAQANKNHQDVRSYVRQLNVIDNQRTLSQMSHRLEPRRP
Nrf2 activator = Nrf2 pathway activation | hit rate 0.31% among 410,000 | AID 624171 | Potency, µM (titrated, usually from 46.1 µM), for the others: top-dose activation, hits mostly activators | AREc32 ARE-luciferase reporter (MCF7-derived line), luminescence, 24 h; note: potency is the fitted concentration of half-maximal effect; % of control where 0% means no effect; nearly all actives have a fitted effect of over 65% in size
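Each well held 1000 AREc32 cells, which were incubated with compound for 24 hr at 37 deg C after overnight attachment, and ARE reporter activity was quantified by firefly luciferase luminescence.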
A549 viability = kills or reduces viability of A549 cells in Nrf2 counter-screen | A549 ARE-Fluc cells, CellTiter-Fluor viability, 18-24 h | Potency, µM (doses to about 46 µM), without a hit: at the highest dose activity change, negative = cytotoxicity, most hits filed as inhibitors | AID 504648 | hit rate 0.16% among 390,000; note: potency is the fitted concentration of half-maximal effect; % is set by controls: 0 for no effect and ±100 for the full control effect
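A549 ARE-Fluc cells in 5% FBS OPTI-MEM, 5000 cells/well, rested 2 h then exposed to compounds in concentration-response for 18-24 h at 37 °C. Viability by CellTiter-Fluor fluorescence (Ex 405/Em 525) after 30 min; luciferase luminescence (BugLite, 15 min, RT) read afterwards.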
CCT chaperon mod = modulators of cytosolic chaperonin (CCT/TRiC) activity; hit rate 0.3% among 360,000; purified chaperonin ATPase assay, HTRF ADP detection, 30 min; AID 651819; activity change, % (no concentration beside the values), hits read low; in the data active = activity change below about -30%; note: % is set by controls: 0 for no effect and ±100 for the full control effect
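Enzyme 40 or 20 nM (batch-dependent) in Tris pH 7.4/KCl/MgCl2/DTT; cpd 76 uM single point; ATP 10 uM; 30 min 37 °C; Transcreener ADP HTRF detection, 30 min RT; ratio 665/615.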
Nrf2 inh = Nrf2 pathway inhibition. A549 ARE-Fluc reporter, luciferase luminescence, 18-24 h. Potency, µM (top dose mostly 46 µM), inactives show top-dose activity change, negative = inhibition, actives largely listed as inhibitors. hit rate 2.1% among 360,000. AID 504444; note: potency is the fitted concentration of half-maximal effect; % is set by controls: 0 for no effect and ±100 for the full control effect; nearly all actives have a fitted effect of over 60% in size
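A549 ARE_Fluc cells (5000/well, 5% FBS OPTI-MEM) pre-incubated 2 h, then treated with compounds 18-24 h at 37C/5% CO2 in concentration-response. CellTiter-Fluor viability read first; BugLite luciferase luminescence after 15 min at room temperature gives Nrf2 activity.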
EPAC2 agonist = EPAC2 (human) agonism. hit rate 0.079% among 360,000. Potency, µM (highest dose often 154 µM), without a hit: at the highest dose activation, actives largely listed as activators. EPAC2 activation, biochemical qHTS; response scale: 100% = 6.5 mM cAMP response. Q8WZA2; note: potency is the fitted concentration of half-maximal effect; nearly all actives have a fitted effect of over 50% in size
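EPAC2 (100 nM) mixed with Rap1B loaded with BODIPY-GDP (250 nM) plus 50 uM unlabeled GDP; compounds pinned in, 5 min RT, then read every 5 min for 30 min (ex 480, em 540 nm). Normalized to cAMP control.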
TGFb SMAD3 inh = inhibitors of TGF-b signaling; HepG2 CAGA-GFP TGF-b/SMAD3 reporter, GFP fluorescence, 18 h; TGF-beta stimulated, 500 pg/mL final; Potency, µM (doses to about 46.1 µM), for inactives: top-dose activity, negative = inhibition, hits mostly inhibitors; hit rate 1.2% among 410,000; AID 588855; note: potency is the fitted concentration of half-maximal effect; % is set by controls: 0 for no effect and ±100 for the full control effect; nearly all actives have a fitted effect of over 65% in size
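First, reporter cells (HEPG2 CAGA-GFP) rested 2 h at 37 degrees C. Next, compounds were pinned in and TGF-beta added to 500 pg/mL final. After 18 h, GFP was imaged per cell and summed per well.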
The depositor's hits bear a star; i = inactive; ? = inconclusive; . = not tested or not shown. Unless noted, calls come from the whole dose curve; as a rule, active = well fitted curve in the direction sought with a large enough effect; inconclusive = small, poorly fitted or top-dose-only effect, or another doubt; inactive = no such curve, though single readings can be large; an effect the other way counts as inactive or inconclusive. A portion of the library; rates above refer to the full screens.

Each structure is followed by: Nrf2 inh, EPAC2 agonist, TGFb SMAD3 inh, EPAC2 antagonist, A549 viability, Nrf2 activator, Mm-Cpn inhibitor, CCT chaperon mod, Akt phos inh
> CCOc1ccccc1NC(=O)Cn1ccn(Cc2ccc(C)cc2)c(=O)c1=O
→ -4%, ., 2%, ., 1%, 0.1%, ., ., .
> CCc1cccc(C)c1NC(=S)N(CCOC)C(C)c1ccco1 (stereo not given)
→ -21%, 0%, -9%, ?, -7%, -0.4%, -6%, -0.7, i
> Cc1ccc(NC(=S)Nc2ccc3cn[nH]c3c2)cc1C
→ 6%, 5%, -14%, 5%, 3%, -0.2%, 2%, -1.3, i
> CCOC(=O)C1(C)CCCN(C(=O)c2cccc(C(F)(F)F)c2)C1 (stereo not given)
→ ., 3%, -4%, 13%, ., -1.2%, ., 0.6, i
> O=C(CN(CCc1ccccc1)S(=O)(=O)c1ccc(Br)cc1)N/N=C/c1ccc2c(c1)OCO2
→ ?, 11%, -6%, 0%, 0%, 0.0%, 2%, 1.3, i
> CCOc1ccc(C2c3cc(OC)c(OC)cc3CC(=O)N2c2ccc(OC)cc2)cc1 (stereo not given)
→ ., 1%, 35%, -4%, -16%, 0.2%, 1%, 0.3, .
> O=C(Nc1c2c(nn1-c1ccccc1)CS(=O)C2)c1ccc(Br)o1 (stereo not given)
→ -7%, 3%, 3%, -3%, 1%, -0.8%, 1%, -1.4, i
> CCCCn1c(N)c(N(CCOC)C(=O)c2ccc(S(=O)(=O)N3CCCCC3)cc2)c(=O)[nH]c1=O
→ -3%, 19%, 10%, 9%, 2%, -0.2%, -1%, -2.7, i
> COc1ccc(C(=O)c2c(-c3ccsc3)oc3ccc(-c4ccc(OC)cc4)cc23)cc1
→ -1%, 3%, -13%, 14%, -3%, -0.2%, ., -1.2, i
> COc1ccc(C2(C)NC(=O)N(CC(=O)NC(C)c3ccc(CC(C)C)cc3)C2=O)cc1 (stereo not given)
→ ?, 0%, ?, -16%, -4%, 4.2%, 1%, -2.1, i
> Cc1nc(NC(=O)CCc2ccccc2)sc1C
→ ?, 0%, 12%, 4%, 1%, 6.0%, -1%, -4.2, i
> CCCCOc1ccc(C(=O)Nc2ccc(C)cc2[N+](=O)[O-])cc1
→ 3%, -1%, -3%, 0%, -6%, 2.4%, 2%, -2.4, i
> O=C(Cn1ncc2c([nH]c3ccccc32)c1=O)NCC1CCN(Cc2ccccc2F)CC1
→ 4%, 4%, -3%, 2%, 0%, 0.1%, 0%, -1.6, i
> COc1ccc(C(=O)N2CCn3c2nc2ccccc23)cc1
→ 11%, -5%, 0%, 1%, -4%, 3.7%, -5%, 1.3, i
> CC(C)c1nc2cc3ccccc3cc2[nH]1
→ -20%, 10%, 1%, -1%, -13%, 4.8%, 1%, -1.9, i
> N#Cc1ccc(S(=O)(=O)N2CCC(Oc3cccc(C(F)(F)F)c3)CC2)cc1
→ -18%, ., ?, ., -6%, 0.3%, ., ., .
> Cc1c(C(=O)NCc2cccs2)sc(=O)n1Cc1ccc(S(=O)(=O)N(C)C)cc1
→ ., 3%, -15%, 1%, ., 0.5%, ., -0.3, i
> Cc1ccc(S(=O)(=O)n2cnc3cc([N+](=O)[O-])ccc32)c(C)c1C
→ -13%, 7%, -8%, -1%, -14%, 0.1%, 2%, -2.4, i
> COc1cc(S(=O)(=O)N(Cc2ccccc2)Cc2ccccn2)ccc1-n1cnnn1
→ -20%, -4%, -14%, -2%, ?, -0.4%, 0%, -3.3, i
> CC(C)(O[C@@H]1O[C@H](CO)[C@@H](O)[C@H](O)[C@H]1O)[C@H]1Cc2cc3ccc(=O)oc3cc2O1
→ 6%, -1%, -13%, 10%, 4%, -1.3%, -10%, 0.4, i
> CC1CCc2noc(NC(=O)c3ccccc3[N+](=O)[O-])c2C1 (stereo not given)
→ 3%, ., ?, ., -1%, 9.3%, ., ., .
> NC(=O)C1Cc2ccccc2CN1C(=O)c1cccc(Oc2ccccc2)c1 (stereo not given)
→ -19%, 5%, -28%, -2%, -4%, -0.8%, -1%, -1.3, i
> CCN1CCN(Cc2nc3c(c(=O)n(C)c(=O)n3C)n2CC(=O)c2ccccc2)CC1
→ 0%, -6%, -6%, 2%, -3%, 1.3%, -1%, 0.1, i
> O=C(CC1SC2=NCCN2C1=O)Nc1ccc(Br)cc1 (stereo not given)
→ -2%, 7%, 17%, -4%, 22%, -0.6%, -1%, -1.8, i
> COc1ccc(NC(=O)CCC(=O)OCc2ccc([N+](=O)[O-])cc2)cc1
→ 12%, 3%, -2%, 1%, 15%, -0.4%, -1%, -0.5, i
> COc1cc(OC)cc(C(=O)NC2CCSC2=O)c1 (stereo not given)
→ 13%, 13%, 9%, -3%, -2%, 0.2%, 0%, -2.2, i
> O=C(CC1CCCC1)Nc1cc(C(F)(F)F)ccc1-n1cncn1
→ -18%, -1%, 11%, -6%, 10%, 0.1%, 0%, 0.6, i
> Cc1occc1-c1nnc(SCC(=O)NC(=O)NC(C)C)n1N
→ 2%, 8%, -6%, 3%, -15%, 0.5%, 1%, -2.2, i
> O=C1C(Cl)=C(NC2CCCCC2)C(=O)N1c1ccc(Cl)cc1
→ ?, 0%, -12%, 10%, 11%, 5.5%, 1%, -1.9, i
> O=C(CN1C(=O)COc2ccc(S(=O)(=O)N3CCOCC3)cc21)NCc1ccccn1
→ -3%, 9%, -7%, -1%, 16%, 0.0%, 1%, -0.3, i
> O=C(N/N=C/c1ccccn1)c1cc(-c2ccc3ccccc3c2)n[nH]1
→ ?, 21%, ?, -12%, 2%, 5.9%, 4%, -0.3, i
> CSc1nnc(C2CCCN2)n1C (stereo not given)
→ 11%, 4%, 8%, -1%, 4%, -0.3%, -2%, -1.4, i
> COCCNC(=O)CSc1nc2ccccc2c(=O)n1CCCC(=O)NCc1ccccc1
→ 3%, -11%, 0%, 8%, 0%, 0.5%, 1%, -75*, i
> O=C(NNC(=O)c1cccc(C(F)(F)F)c1)c1ccc(-n2cnnn2)cc1
→ -2%, 8%, 9%, 9%, 3%, 5.6%, 2%, -1.6, i
> Cc1c(C(=O)OC2CCCC2C)[nH]c2c1C(=O)CCC2 (stereo not given)
→ -1%, 5%, -11%, -14%, -11%, 5.0%, 0%, 0.5, i
> Cc1c(Br)c([N+](=O)[O-])nn1C(C)C(=O)NCc1cccnc1 (stereo not given)
→ 5%, -3%, 2%, 1%, 0%, -0.7%, 3%, -1.2, i
> CSc1ncnc2c1ncn2CCCNCc1cccs1
→ ., 15%, 1%, 3%, ., 3.5%, ., 0.0, i
> O=C(O)C(Cc1c[nH]c2ccccc12)NS(=O)(=O)c1ccc(F)cc1 (stereo not given)
→ ., 1%, 0%, 4%, ., -1.2%, ., 1.7, i
> O=C1c2ccccc2NC(c2ccc(F)cc2)N1Cc1ccccc1 (stereo not given)
→ 5%, 5%, -27%, ?, 0%, 0.4%, 3%, -0.9, i
> O=C(O)c1ccc(S(=O)(=O)N(Cc2ccc(F)cc2)C2CCCCC2)cc1
→ -25%, -5%, -6%, -25%, 11%, 0.1%, -2%, -1.4, i
> CCC(C)NC(=S)N(CCc1ccccc1)Cc1cc2cc(OC)c(OC)cc2[nH]c1=O (stereo not given)
→ -18%, -7%, ?, -12%, -11%, 0.8%, 0%, -2.3, i
> CC(C)(C)C1CCc2[nH]nc(C(=O)O)c2C1 (stereo not given)
→ ., 15%, -11%, 1%, 5%, 0.1%, 1%, 0.0, i
> COc1cc(-c2nc(-c3ccc(NC(=O)c4ccc(Br)o4)cc3)no2)cc(OC)c1OC
→ -33%, 5%, -12%, -4%, -11%, 0.3%, 0%, -0.6, i
> CCOC(=O)c1sc(N(Cc2ccccc2)C(=O)COC(=O)c2cnccn2)nc1C
→ ?, 4%, -19%, -9%, 0%, 4.0%, 2%, -1.1, i
> Oc1ccc(-c2csc(-c3cccnc3)n2)cc1O
→ 0%, 0%, -20%, -18%, -5%, 11%, -2%, -0.4, i
> CC(/C=N/n1c(-c2ccco2)n[nH]c1=S)=C\c1ccccc1
→ -21%, 1%, 3%, -5%, 1%, 28%, 0%, 1.5, i
> O=C(Nc1c(Cl)ccc2nsnc12)c1ccc([N+](=O)[O-])o1
→ ?, -3%, 10µM*, -9%, 1%, ?, 0%, -0.3, i
> CC1C(=O)C(C)C(c2ccco2)NC1c1ccco1 (stereo not given)
→ 0%, 10%, 3%, 2%, -8%, 0.3%, -11%, -0.1, i
> COc1ccc(NC(=O)CSc2nc(=O)n(CCN(C)C)c3c2CCCC3)cc1OC
→ -7%, 10%, 11%, -1%, 10%, 1.6%, -3%, -2.9, i
> Cc1ccc(C2(C(=O)N3CCC(n4nc(-c5ccccc5)oc4=O)CC3)CC2)cc1
→ -2%, 10%, ?, ?, -1%, 0.5%, -1%, -1.7, i
> COCCNc1nc(SCC(=O)N2CCN(c3ccccc3OC)CC2)nc2ccccc12
→ -11%, 3%, ?, 1%, -26%, 0.1%, 0%, -0.1, i

Quoted from the listing:
CCT chaperon mod, `O=C(Nc1c(Cl)ccc2nsnc12)c1ccc([N+](=O)[O-])o1` = -0.3
Mm-Cpn inhibitor, `CC(/C=N/n1c(-c2ccco2)n[nH]c1=S)=C\c1ccccc1` = 0%

Source: PubChem BioAssay (National Center for Advancing Translational Sciences (NCATS))
